Growth percent in the NCI-60 one-dose screen (48 h, 10 µM unless noted): 100 = growth as untreated, 0 = no growth, -100 = all killed.
UACC-257 – UACC-257 melanoma. AID 1794764. 4.4% of 78,000 active
UACC-62 – UACC-62 melanoma | 5.4% of 81,000 active
SK-MEL-2 – SK-MEL-2 melanoma | 4.7% of 77,000 active | AID 1794763
SK-MEL-5 – SK-MEL-5 melanoma | AID 1794755 | 6.4% of 80,000 active
LOX IMVI – LOX IMVI melanoma | 7.4% of 79,000 active
MALME-3M – MALME-3M melanoma; 5.8% of 78,000 active; AID 1794766
SK-MEL-28 – SK-MEL-28 melanoma | 4.1% of 81,000 active
HS 578T – HS 578T breast cancer. 4.1% of 78,000 active
* marks the source's active call; other numbers are inactive results; nt = not tested or not shown. How the source made its calls: active means growth percent below 10; inactive means the rest. No enrichment for hits; about 11% have a hit in one of these screens.

SMILES	UACC-257	UACC-62	SK-MEL-2	SK-MEL-5	LOX IMVI	MALME-3M	SK-MEL-28	HS 578T
CC1(C)CC[C@]2(C(=O)Nc3ccccn3)CC[C@]3(C)C(=CC[C@@H]4[C@@]5(C)Cc6c([nH]c7ccccc67)C(C)(C)[C@@H]5CC[C@]43C)[C@@H]2C1	106	90	106	101	nt	103	112	106
COc1cc2oc(-c3cccc(C(=O)N[C@@H](C)C(=O)OC(C)(C)C)c3)cc(=O)c2c(OC)c1OC	108	74	82	56	nt	79	94	38
N#C/C(=C\c1cccs1)C(=O)Nc1ncc(Cc2ccc(Cl)cc2)s1	98	53	106	97	78	93	91	95
CC1(C)CC(=O)C(Cn2c(-c3ccccc3)nc3ccccc32)C(=O)C1	102	98	103	101	100	110	109	97
COC(=O)[C@@H]1CCc2c(SC)c(-c3ccccc3)c(O)c(=O)n21	103	100	117	101	99	106	109	98
O=C(O)CCNC(=O)C1CCC(=O)CC1	97	97	103	103	103	120	104	105
c1ccc2sc(SCN3CCN(CSc4nc5ccccc5s4)CC3)nc2c1	103	108	108	101	101	101	110	nt
NCC[C@@H](O)C(=O)N[C@@H]1C[C@H](N)[C@@H](O[C@H]2O[C@H](CN)[C@@H](O)[C@H](O)[C@H]2O)[C@H](O)[C@H]1O[C@H]1O[C@H](CO)[C@@H](O)[C@H](N)C1O (some centres not stated)	105	92	93	101	97	103	102	102
COc1cc(-c2nc3ccc(C)cc3[nH]2)ccc1OCC(=O)N=Nc1c(O)[nH]c2ccc(Cl)cc12	39	20	13	56	-97*	-27*	3.4*	-22*
CCOc1ccc(/C=C2/C(=O)N=C(NC(C)=O)N2C)cc1	97	95	108	97	100	106	105	106
O=C(O)c1ccc(-n2cc(CNc3cc(Br)cc(C(F)(F)F)c3)c(-c3ccc(F)cc3)n2)cc1	74	88	45	85	79	93	65	90
N#CC1c2ccccc2C=CN1C(=O)CCCl (configuration not stated)	80	106	94	101	33	5.0*	105	104
CN(C)c1cccc2c(S(=O)(=O)Nc3ccc4nc(N)sc4c3)cccc12	53	45	96	17	37	96	87	72
Cn1c(=O)c2nc(CCC(=O)Nc3ccccc3)c(=O)[nH]c2n(C)c1=S	97	94	113	101	95	104	107	108
CC(=O)c1nc2ccccc2n1CCN=C(N)N	117	81	nt	103	87	84	113	111
COc1ccc(-c2nnc(CSc3nc(-c4ccc(Cl)cc4)c(C#N)c(=O)[nH]3)o2)cc1	91	98	69	100	103	87	109	106
FC(F)(F)c1ccc(Nc2nc(Nc3cnc4ccccc4c3)c3[nH]cnc3n2)cc1	80	55	78	54	92	116	80	74
COC(=O)C(=O)C1CCc2c(Cl)cc(OC)c(OC)c2C1=O (configuration not stated)	100	100	103	97	96	94	100	96
COc1ccc([N+](=O)[O-])cc1C(=O)Nc1cccc(-c2cc(=O)c3c(OC)c(OC)c(OC)cc3o2)c1	116	85	106	75	87	113	110	93
CN1C(=O)C(=Cc2ccc(OCC(=O)N3CCCCC3)cc2)C(=O)N(C)C1=O	101	102	120	101	96	108	106	104
Cc1nn(-c2ccc(S(N)(=O)=O)cc2)c(C)c1N=Nc1ccc2oc(=O)ccc2c1	85	87	90	68	88	68	92	88
O=C1/C(=C/c2ccc(Br)cc2)C=C(c2ccccc2)N1CCc1ccccc1	44	47	66	77	42	51	70	23
Cn1cnc2c1c(=O)n(CC(=O)Nc1ccc(F)cc1)c(=O)n2C	nt	nt	95	104	93	104	115	106
CN1CCN(c2ccc3c4c(cccc24)C(=O)N(c2cccc(-c4nn(-c5ccccc5)cc4-c4nc5ccccc5s4)c2)C3=O)CC1	119	119	120	90	97	74	52	92
NNC(=O)CCCCCC(=O)NN	107	118	89	113	103	86	109	103
c1ccc(-c2oc(-c3ccccc3)c3ccccc23)cc1	108	99	104	104	88	nt	125	98
CC(=O)OC(CCc1ccccc1)c1ccc(Cl)cc1 (configuration not stated)	111	98	100	106	97	101	106	nt
COc1ccc2c(c1)[C@@]1(C(=O)N2)C(C#N)=C(c2ccc(Cl)cc2)Nc2c1c(-c1ccccc1)nn2-c1ccccc1	65	66	78	58	71	81	74	66
COc1ccc(/C=C2\COc3ccc(O)cc3C2=O)cc1	106	86	109	99	74	96	102	104
CCc1cc(CC)c(C(=O)O)c(CC)c1	105	101	105	102	95	98	98	107
N#Cc1c(-c2ccco2)nc(NCCO)[nH]c1=O	92	96	94	99	93	97	110	96
COc1cccc(/C=N/NC(N)=S)c1OC	103	101	102	nt	99	105	106	105
CCOC(=O)C(CC(=O)c1ccc2c(c1)OCO2)Cc1cc(OC)c(OC)c(OC)c1 (configuration not stated)	112	101	102	98	96	97	112	102
O=C(NN1C(=O)/C(=C/C=C/c2ccc([N+](=O)[O-])o2)SC1=S)c1ccncc1	-87*	-100*	-79*	-100*	-94*	-92*	-89*	-11*
CCOC(=O)CCCn1c(C)c(C)c2c1N=C(SC)N1CC(=O)N=C21	111	106	113	100	101	119	114	120
C=C1C(=O)O[C@H]2[C@H]1CC/C(CNC(=O)/C1=C/CC[C@@]3(C)O[C@H]3[C@H]3OC(=O)C(=C)[C@@H]3CC1)=C\CC[C@@]1(C)O[C@@H]21	80	85	89	97	88	104	96	112
C=C(C)[C@@H]1CC[C@]2(COS(=O)(=O)c3ccc(C)cc3)CC[C@]3(C)[C@H](CC[C@@H]4[C@@](C)(CCCN)[C@H](C(=C)C)CC[C@]43C)[C@@H]12	101	83	100	93	100	82	97	92
CN1CCN(c2ccc(C(=O)Nc3cccc(-c4cn(-c5ccc(S(N)(=O)=O)cc5)nn4)c3)cc2C(F)(F)F)CC1	96	83	nt	91	23	71	73	71
COC(=O)c1ccc2oc(NC(=O)c3ccc(Nc4ccc(Cl)c(Cl)c4)c([N+](=O)[O-])c3)nc2c1	99	51	93	86	56	101	91	78
N#Cc1nc(-c2ccccc2)oc1N1CCN(c2ccc(F)cc2)CC1	105	96	126	100	97	110	96	106

2 compounds picked at random from the list so far, as already listed:
SMILES	UACC-257	UACC-62	SK-MEL-2	SK-MEL-5	LOX IMVI	MALME-3M	SK-MEL-28	HS 578T
C=C1C(=O)O[C@H]2[C@H]1CC/C(CNC(=O)/C1=C/CC[C@@]3(C)O[C@H]3[C@H]3OC(=O)C(=C)[C@@H]3CC1)=C\CC[C@@]1(C)O[C@@H]21	80	85	89	97	88	104	96	112
CN1CCN(c2ccc(C(=O)Nc3cccc(-c4cn(-c5ccc(S(N)(=O)=O)cc5)nn4)c3)cc2C(F)(F)F)CC1	96	83	nt	91	23	71	73	71

(listing goes on)
SMILES	UACC-257	UACC-62	SK-MEL-2	SK-MEL-5	LOX IMVI	MALME-3M	SK-MEL-28	HS 578T
Cc1[nH]c(C2CC(c3ccc(C(F)(F)F)c(F)c3)=NN2c2ccccc2)c(C)c1C(=O)NCC(F)(F)F (configuration not stated)	98	76	104	96	89	80	97	87
O/N=C/c1ccc(Cl)cc1Cl	171	111	110	112	105	109	nt	nt
CCCCNNC(=O)c1ccc(-c2cccc(F)c2F)cc1	23	8.5*	27	5.8*	22	9.9*	26	41
Cc1ccc(C)c2c1CCC2=O	107	100	122	97	96	103	104	93
CCOC(=O)c1sc2ncnc(Nc3ccc(OCc4ccc(Cl)cc4)cc3)c2c1C	100	nt	110	nt	93	96	nt	94
COc1cc(C2CC(c3ccc(C)cc3)=NN2C=O)ccc1Oc1ccnc2cc(Cl)ccc12 (configuration not stated)	103	56	6.3*	97	76	98	101	7.5*
COc1cc(NCCCN(CC(C)C)C2CCCC2)c2ncccc2c1	89	74	100	72	59	92	71	nt
Cc1ccc(S(=O)(=O)Nc2ccc(OCc3nnc(-c4ccc(Cl)cc4)o3)c(F)c2)cc1	90	57	102	83	87	104	90	78
O=C(CSc1n[nH]c(-c2ccncc2)n1)Nc1ccc(Cl)cc1	87	61	89	90	58	82	101	98
COc1ccc(-c2cc(-c3cccnc3)nc3sc4c(=O)[nH]c(-c5ccccc5)nc4c23)cc1OC	101	94	113	85	90	104	94	81

In the list so far, these contain a thiophene ring, fused or not:
SMILES	UACC-257	UACC-62	SK-MEL-2	SK-MEL-5	LOX IMVI	MALME-3M	SK-MEL-28	HS 578T
N#C/C(=C\c1cccs1)C(=O)Nc1ncc(Cc2ccc(Cl)cc2)s1	98	53	106	97	78	93	91	95
CCOC(=O)c1sc2ncnc(Nc3ccc(OCc4ccc(Cl)cc4)cc3)c2c1C	100	nt	110	nt	93	96	nt	94
COc1ccc(-c2cc(-c3cccnc3)nc3sc4c(=O)[nH]c(-c5ccccc5)nc4c23)cc1OC	101	94	113	85	90	104	94	81

The results go on:
SMILES	UACC-257	UACC-62	SK-MEL-2	SK-MEL-5	LOX IMVI	MALME-3M	SK-MEL-28	HS 578T
CC(C)CCC[C@@H](C)[C@H]1CC[C@H]2[C@@H]3CC=C4c5sc(Nc6cc(C(F)(F)F)cc(C(F)(F)F)c6)nc5CC[C@]4(C)[C@H]3CC[C@]12C	99	94	124	100	97	95	113	102
O=C(CN1CCN(CC(=O)c2ccccc2)CC1)c1ccccc1	96	95	89	124	100	133	111	nt
NCCCCCCN(CCO)CCO	74	113	104	101	96	121	104	98
COc1ccccc1C(c1ccccc1)C(c1ccccc1)(c1ccccc1)c1ccccc1 (configuration not stated)	93	94	87	114	101	100	91	104
C/C(=N/Nc1ccc([N+](=O)[O-])cc1[N+](=O)[O-])C(C)(C)C	115	83	110	105	98	144	106	115
Cc1cccc[n+]1[O-]	106	100	122	107	100	127	105	113
C/C(=N\OC(=O)Nc1cccc(Cl)c1)c1ccccc1	104	94	106	95	110	98	95	86
O=C(Nc1ccc(OCc2ccccn2)c(Cl)c1)c1cccnc1	117	96	103	100	102	108	106	102
Cn1ccnc1C(=O)/C=C/c1ccc(C(=O)Nc2ccc(NC(=O)CCNC(=O)c3csc(Br)n3)cc2)cc1	89	68	109	99	12	102	89	96
CC(=O)Nc1cccc(C[P+](c2ccccc2)(c2ccccc2)c2ccccc2)c1	62	66	121	89	77	81	88	nt
O=C(O)C1CCCN1C(=O)c1cccc(Cl)c1 (configuration not stated)	nt	108	115	103	101	111	110	105
COc1nc(N)c(CNc2ccccc2)c(=O)n1C	93	88	95	91	93	103	102	115
O=C(NC1CCCC1)c1ccc(C(=O)NC2CCCC2)cc1	92	103	115	104	107	112	105	106
Cc1nc(NCCCOC(C)C)c2cnn(-c3ccccc3)c2n1	78	88	102	104	95	106	113	90
CCN(CC)CC(C)(C)C(=O)/C=C/c1ccc(Cl)c(Cl)c1	-5.0*	-56*	-33*	0.3*	-82*	-53*	-36*	10
CCCCn1c(=O)c2c(nc(NCCc3ccc(OC)c(OC)c3)n2C)n(C)c1=O	106	99	103	98	98	105	107	103
Cc1nc(N)sc1C	119	102	95	102	99	94	109	114
O=C(O)CCc1nc2c(=O)[nH]c(SCC(=O)O)nc2[nH]c1=O	107	93	107	101	99	95	105	104
Cc1c(C(=O)C(SC(=S)N2CCN(c3ccccc3)CC2)SC(=S)N2CCN(c3ccccc3)CC2)nnn1-c1ccc([N+](=O)[O-])cc1	95	94	94	112	109	102	109	112
CC(C)c1nc(SCC(=O)c2ccc(Br)cc2)nc(Nc2ccc(S(N)(=O)=O)cc2)c1C#N	100	76	91	95	98	88	109	101
Cc1ccc(S(=O)(=O)NCN2C(=O)c3ccccc3C2=O)cc1	104	111	106	112	109	133	111	108
C[C@]12CC[C@@H]3c4ccc(OCCCO)c([N+](=O)[O-])c4CC[C@H]3[C@@H]1CCC2=O	nt	68	91	77	89	93	106	102
CC(=O)c1sc(Nc2ccccc2)c(C(C)=O)c1C	97	69	98	87	73	118	98	84
COc1ccc(-c2nnc(CNc3ccc(F)cc3)o2)cc1	83	nt	95	98	85	100	114	97
Cc1nc(-c2ccccc2O)ccc1C(=O)N=Nc1c(O)[nH]c2ccc(F)cc12	100	96	110	96	110	90	98	92
Cc1ccc2nc(Cl)c(-c3nc4ccccc4[nH]3)cc2c1	112	91	106	90	97	118	96	96
O=S(=O)(c1ccccc1)n1cc2c(c1)-c1nc(Nc3ccccn3)sc1CC2	54	66	90	43	56	94	108	77
O=C1/C(=C\c2ccc(Cl)cc2)SC(=S)N1Cc1nc2ccccc2[nH]1	91	87	154	101	95	96	nt	nt
COc1ccc(NC(=O)C(O)c2ccccc2)cc1 (configuration not stated)	105	102	106	92	107	109	115	98
CCN(CC)CCOc1ccc(C(=C(C)c2ccccc2)c2ccc(OCCN(CC)CC)cc2)cc1	-83*	-86*	-76*	-100*	-99*	-100*	-96*	-8.2*
Clc1ccc(Nc2ncc(Cc3cccc(Cl)c3Cl)s2)cc1	97	82	101	97	98	97	96	102
Nc1cc(N)n(C2=NCCN2)n1	99	102	nt	103	nt	100	103	99
OCC(F)(F)C(F)(F)C(F)(F)CO	94	100	127	109	nt	114	106	97
C=C1CC2(OC1=O)C(=O)N(CCCCCCCN1C(=O)C3(CC(=C)C(=O)O3)c3ccccc31)c1ccccc12 (configuration not stated)	65	35	61	61	-82*	-61*	9.6*	62
CC(C)NNC(=O)c1ccccc1	100	94	108	103	103	103	102	104
O=C(COc1cccc(/C=C2\Cc3ccc(Cl)cc3C2=O)c1)Nc1nccs1	110	84	nt	93	78	116	124	105
O=S(=O)(NCCNc1nccc(-c2c(-c3ccc(O)cc3)nc3sccn23)n1)c1ccc(O)cc1	108	114	91	99	98	91	105	118
COc1ccc(-c2c(C#N)c(N)nn2-c2ncc(C#N)c(N)n2)cc1	113	98	85	99	99	110	116	91

Compound activity: PubChem, NCI
